Screening data as filed in PubChem.
TRPM1 prom inh = MITF TRPM1 promoter inhibition in SK-MEL-5 cells | SK-MEL-5 TRPM1 promoter luciferase, 24 h | inhibition, % at 12.5 µM | hit rate 0.83% among 330,000 | AID 488899;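 active = mean inhibition across replicates of 60% or more, whatever share of single replicates reaches that level; inconclusive = some that reach 60%, reason not given; inactive = mean inhibition across replicates below 60%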; also: values of inactives mirror those of a sister screen read the other way
iPSC survival up = increases survival of single human iPS cells; hiPSC single-cell survival, ATPlite luminescence; 100% = ROCK inhibitor wells, 0% = DMSO; survival enhancement, % at 20 µM; hit rate 0.044% among 360,000; in the data active = survival enhancement above about 18%;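 also: cells exposed to compounds for 16 hours before the ATP read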
NR2E3 ag-1 = agonists of human nuclear receptor NR2E3; inhibition of corepressor binding, % at 4.78 µM; hit rate 0.12% among 320,000; GST-NR2E3/biotin-RetCOR TR-FRET, 1536-well; AID 2300; Q9Y5X4;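 active = percent inhibition above the cutoff of mean plus 3 SD of all tested compounds, set per screening campaign, cut at about 20% in these data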;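 also: 0% = DMSO wells and 100% = biotin wells as full block of FRET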
Target sequence (Q9Y5X4 whole entry, looked up): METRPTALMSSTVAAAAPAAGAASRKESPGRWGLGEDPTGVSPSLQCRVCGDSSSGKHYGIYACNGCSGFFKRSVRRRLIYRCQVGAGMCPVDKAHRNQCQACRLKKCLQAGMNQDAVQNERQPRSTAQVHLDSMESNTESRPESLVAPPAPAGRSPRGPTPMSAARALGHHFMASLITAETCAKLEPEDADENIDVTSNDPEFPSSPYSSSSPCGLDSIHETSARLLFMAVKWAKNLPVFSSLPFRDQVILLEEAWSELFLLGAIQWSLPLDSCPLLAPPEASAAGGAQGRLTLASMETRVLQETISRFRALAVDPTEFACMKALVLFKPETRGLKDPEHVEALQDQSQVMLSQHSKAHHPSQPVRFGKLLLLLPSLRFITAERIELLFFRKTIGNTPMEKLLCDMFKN
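System: GST-tagged NR2E3 plus biotinylated RetCOR corepressor; Amount: 1.35 nM GST-tagged NR2E3 final; Dosing: single nominal compound dose of 4.8 µM; Schedule: 5 h incubation at 4 °C; Technique: TR-FRET with europium anti-GST and streptavidin-D2, 340 nm excitation; Controls: biotin wells as high control, 0.6% DMSO wells as low control.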
Peg3 promoter = reduces Peg3 promoter-driven luciferase expression in HeLa. HeLa PEG-Prom luciferase reporter, luminescence, overnight. inhibition, % at 20 µM. hit rate 1.7% among 360,000. AID 588405;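 active = inhibition of at least 50% at 20 µM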
CF NFkB block = cystic fibrosis NF-kB activation inhibition; KKLEB NF-kB-GFP reporter, PAF-induced, GFP fluorescence overnight; inhibition, % at 5 µM; hit rate 0.86% among 360,000;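 active = at least 50% inhibition at 5 µM, scaled per plate between neutral and stimulator controls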;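 also: PAF is a Pseudomonas aeruginosa culture filtrate used as stimulus; plate controls were PAF-stimulated DMSO wells for no effect and unstimulated DMSO wells for full effect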
LMP1 NFkB inh = reduces LMP1-driven NF-kappaB luciferase signal; inhibition, % at 12.5 µM; hit rate 0.69% among 350,000; LMP1-induced NF-kappaB luciferase reporter cells, luminescence; in the data active = inhibition above about 41%; inconclusive = no clear call, values can overlap the other calls;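 also: 0% = neutral control wells and 100% = reference inhibitor control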
Shn3 3UTR inh = Schnurri-3 reporter inhibition in Clone20 osteoblasts | Clone20 osteoblast Shn3 3'UTR firefly luciferase, 24 h | inhibition, % at 12.5 µM | hit rate 0.52% among 360,000;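 active = mean inhibition of at least 75% with every replicate also reaching 75%; inconclusive = mean inhibition at least 75% but some replicate below; inactive = mean inhibition below 75%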;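 also: 0% = median of neutral control wells and 100% = pilot-screen positive control compound; some compounds past the cut are filed as inactive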
NR2E3 ag-2 = activates human NR2E3 receptor. Q9Y5X4. CHO-S Gal4-NCOR/VP16-NR2E3 two-hybrid, luciferase. inhibition of corepressor binding, % at 3.98 µM. hit rate 0.35% among 360,000. AID 602229;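 active = inhibition above the mean of all tested compounds plus 3 SD, cut at about 70% in these data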;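 also: 0% = DMSO with NR2E3 transfected cells and 100% = cells lacking NR2E3 construct; higher means lower luciferase signal from less NR2E3 corepressor binding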
HIF-2a inh = blocks HIF-2a reporter activity; inhibition, % at 18.8 µM; hit rate 0.72% among 360,000; 786-0 RCC cells HIF-2a reporter, luciferase luminescence, overnight; AID 624352;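 active = inhibition of the luminescence signal of 40% or more relative to plate controls, in a single-dose primary screen at 18.75 µM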
KKLEB cytotox = reduces viability of KKLEB cystic fibrosis airway cells; KKLEB CF airway cells viability, ATPlite luminescence, overnight; stronger effect = lower value; cells stimulated with P. aeruginosa culture filtrate; activity change (cytotoxicity), % at 5 µM; hit rate 0.36% among 360,000;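 active = corrected activity change at or below -50% at 5 µM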
C8 TRAIL sens = caspase-8 TRAIL sensitization | hit rate 1% among 360,000 | inhibition (viability loss, TRAIL sensitization), % at 10 µM | NB7+C8 cells + TRAIL, ATPlite viability luminescence;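 active = compounds causing at least 50% loss of cell viability in the single-dose screen, relative to plate controls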
Starred values were filed as active, the others as inactive; ? = inconclusive; · = no result given. Some of the compounds tested; count on the stated rates, not on these rows.

Below each SMILES: KKLEB cytotox	NR2E3 ag-2	NR2E3 ag-1	C8 TRAIL sens	Peg3 promoter	LMP1 NFkB inh	CF NFkB block	iPSC survival up	Shn3 3UTR inh	HIF-2a inh	TRPM1 prom inh
CCCCN1C(=O)NC(=O)C2(Cc3cc(C)ccc3N(C)C2)C1=O (stereo unspecified)
→ 2	6	2	-12	11	-5	8	-0.2	-5	12	0
Cc1ccccc1OP(N)(=O)Oc1ccccc1C
→ 1	-24	-1	-2	20	8	-2	-0.9	10	21	-4
OCCN1C2CCC1CC(O)(c1ccc(F)cc1)C2 (stereo unspecified)
→ -2	26	0	16	9	-1	-5	-0.5	0	-4	-10
CN(C(=O)Cc1ccc2c(c1)OCO2)C1CCCN(Cc2ccccc2F)C1 (stereo unspecified)
→ -4	-23	1	-19	12	9	-1	-0.6	19	19	5
Fc1ccc(CNCCc2c[nH]c3ccccc23)cc1
→ -12	-4	4	1	-5	7	-6	-0.4	3	13	0
CCn1ccnc1CN1CCCC(C(=O)c2cccc(C(F)(F)F)c2)C1 (stereo unspecified)
→ -11	3	5	7	16	10	3	3.0	10	11	7
O=C(CCN1CC1)OCCOC(=O)CCN1CC1
→ -11	-2	·	-11	13	0	21	-1.0	-25	8	10
COc1ccc(Cn2c(O)c(C=NCCCn3ccnc3)c(=O)[nH]c2=O)cc1
→ 5	-17	0	-12	13	-6	3	18*	-11	2	14
COc1cc(/C=C2\C(=O)NC(=O)N(c3ccccc3)C2=O)cc(OC)c1O
→ -2	-9	0	0	3	1	17	-0.8	13	2	-6
CC(=NCCCn1ccnc1)c1c(O)n(C)c(=O)n(C)c1=O
→ -8	0	-2	16	11	0	8	4.2	-1	5	14

2 of the compounds above, with each value named.
> CCCCN1C(=O)NC(=O)C2(Cc3cc(C)ccc3N(C)C2)C1=O (stereo unspecified)
  KKLEB cytotox = 2 | NR2E3 ag-2 = 6 | NR2E3 ag-1 = 2 | C8 TRAIL sens = -12 | Peg3 promoter = 11 | LMP1 NFkB inh = -5 | CF NFkB block = 8 | iPSC survival up = -0.2 | Shn3 3UTR inh = -5 | HIF-2a inh = 12 | TRPM1 prom inh = 0

> Cc1ccccc1OP(N)(=O)Oc1ccccc1C
  KKLEB cytotox = 1 | NR2E3 ag-2 = -24 | NR2E3 ag-1 = -1 | C8 TRAIL sens = -2 | Peg3 promoter = 20 | LMP1 NFkB inh = 8 | CF NFkB block = -2 | iPSC survival up = -0.9 | Shn3 3UTR inh = 10 | HIF-2a inh = 21 | TRPM1 prom inh = -4

The list continues.
Below each SMILES: KKLEB cytotox	NR2E3 ag-2	NR2E3 ag-1	C8 TRAIL sens	Peg3 promoter	LMP1 NFkB inh	CF NFkB block	iPSC survival up	Shn3 3UTR inh	HIF-2a inh	TRPM1 prom inh
Cc1ccc(C(O)P(=O)(Oc2ccccc2)Oc2ccccc2)cc1 (stereo unspecified)
→ 10	10	-1	-13	-23	10	-40	-3.7	-15	9	7
CCOC(=O)c1c(/N=C/c2c(O)n(-c3cccc(C)c3)c(=O)[nH]c2=O)sc2c1CCCC2
→ -11	5	1	-1	12	1	6	-1.1	42	8	-11
Nc1nnc(CCN2CCCCC2)s1
→ -14	-10	2	-6	9	2	2	4.4	-4	11	-1
CC1CCCC(NC(=O)COC(=O)c2cn(C)c3ccccc23)C1C (stereo unspecified)
→ 6	-32	3	-16	1	-4	-27	-0.7	10	-13	0
COc1ccc(C(=O)C2CCCN(Cc3ccc(C)s3)C2)c(OC)c1 (stereo unspecified)
→ -8	-34	-2	16	7	1	4	-0.3	17	12	0
CCCN1CCO[C@@H]2c3cc(O)ccc3OC[C@H]21
→ 25	5	1	-4	-3	-7	0	-2.1	1	2	-2
Cc1ccc(N)c(N)c1
→ 0	-91	0	2	-196	-15	8	-0.3	-76	-186	-103
O=P(O)(O)COc1ccccc1O
→ -3	-16	1	3	-3	8	-7	1.8	-6	6	-1
O=C1CC=C2C3CC4N(CCC45c4cc(O)c(O)cc4N1C25)CC3=CCBr (stereo unspecified)
→ -24	-24	·	-7	-3	21	12	0.2	-11	8	0
Cc1cc(/C=C2\C(=O)NC(=O)N(c3ccc(Br)cc3)C2=O)c(C)n1-c1cc(C(=O)O)cc(C(=O)O)c1
→ 6	6	10	-5	-9	3	1	-0.5	-12	2	1
CCc1nnc(NS(=O)(=O)c2ccc(N=Cc3c(O)n(-c4ccc(Cl)cc4)c(=O)[nH]c3=O)cc2)s1
→ 4	-3	8	-3	3	-7	3	-1.5	5	9	-7
O=C1CC(=O)N(c2ccc3c(c2)OCO3)C(=O)N1
→ 2	-14	0	-2	3	1	6	-2.0	6	12	10
O=C1NC(=O)C(Cc2ccccc2)C(=O)N1
→ 12	2	·	6	8	-7	-11	-0.7	16	1	5
O=C(CN1CCN(C(=O)COc2cccc(F)c2)CC1)Nc1ccc(Cl)c(C(F)(F)F)c1
→ -3	10	5	9	5	-1	-4	0.3	54	3	-12
Cc1c(N=Cc2c(O)n(C)c(=O)[nH]c2=O)c(=O)n(-c2ccccc2)n1C
→ 0	-16	0	-7	1	·	-3	-0.1	2	21	·
Cc1ccnc(NC(=O)CCCc2ccc(N(CCCl)CCCl)cc2)n1
→ 3	-15	·	-9	16	28	2	-1.5	-5	10	5
Cc1cc(/C=C2\C(=O)NC(=S)N(C)C2=O)c(C)n1C1CCCCC1
→ 4	9	0	-5	-6	-6	5	1.0	-14	13	-2
CN=C(SCc1ccccc1)c1c(O)n(C)c(=O)n(C)c1=O
→ 6	4	-1	-20	3	0	-5	-4.2	-9	-5	-2
CC1CN=C(NCCc2ccccc2)S1 (stereo unspecified)
→ -1	-8	-3	-2	-4	-12	2	-0.8	19	-3	1
c1cc2c(cc1N1CCCCC1)C1CC2CCN1 (stereo unspecified)
→ 3	-5	·	-9	-1	-1	-1	1.3	-23	-9	-9
Cc1ccc(-n2c(CNCc3ccc(F)cc3)nc3ccccc3c2=O)cc1
→ 2	15	·	3	-17	2	-35	0.6	4	-45	11
Cc1c(C=O)c2ccccc2n1Cc1ccc([N+](=O)[O-])cc1
→ 4	-14	0	-2	33	-4	-1	1.8	-8	18	7
CCC(=NCCCn1ccnc1)c1c(O)n(-c2ccccc2)c(=O)[nH]c1=O
→ -12	16	-2	-1	11	8	3	0.7	14	9	3
COc1ccc(CN2CCN(c3ccccc3)CC2)c(C)c1C
→ -8	0	-1	-3	-9	7	12	-0.5	-22	4	7
O=C(NC(=C(Cl)Cl)P(=O)(c1ccccc1)c1ccccc1)c1ccccc1
→ 14	1	-2	2	2	1	7	0.2	8	16	12
CCCCn1c(O)c(C(C)=NCc2ccco2)c(=O)[nH]c1=O
→ 5	-4	-3	-2	4	4	-20	0.7	79	13	-5
CC1CCCN1CCC(C(N)=O)(c1ccccc1)c1ccccc1 (stereo unspecified)
→ -16	-12	·	-5	-133	-17	1	2.3	-7	3	5
CC1CC(C)CC(C)C(O)C(C#N)=CC=CCC(C2CCCC2C(=O)O)OC(=O)CC(O)C(C)C1 (stereo unspecified)
→ -48	102*	·	66*	51*	?	86*	-2.6	97*	78*	92*
CCOc1ccccc1CN1C2CCC1CC(c1ccc(C)cc1)C2 (stereo unspecified)
→ -8	4	2	16	11	-3	13	-0.2	3	21	-2
Cc1ccc(NP(=O)(Oc2ccccc2F)Oc2ccccc2F)cc1
→ 19	-30	-3	-9	27	-9	-6	-0.2	6	27	14
COC(=O)C1=C(c2cccc(Cl)c2)C[C@@H]2CC[C@H]1N2C(=O)N1CCCC1
→ -2	-6	0	2	-1	3	-6	0.5	2	18	-1
O=C(CN1CCCCC1)c1ccccc1Cl
→ -6	-10	3	27	-7	3	-2	0.1	4	-9	5
Clc1cccc(N2CCNCC2)n1
→ -10	-8	2	1	10	6	12	3.4	-8	19	2
O=c1[nH]c2ccccc2n1C1CCN(C(c2ccccc2OC(F)(F)F)c2nnnn2Cc2ccccc2)CC1 (stereo unspecified)
→ -54*	26	·	9	92*	·	82*	-0.8	-9	-51	·
CC(=O)OC1(c2ccccc2)CC(C(C)(C)C)CN(C(C)(C)C)C1 (stereo unspecified)
→ 7	-37	1	-6	-1	8	-2	2.3	-23	7	-1
O=C1NCN(c2ccccc2)C12CCN(C(c1ccccc1OC(F)(F)F)c1nnnn1Cc1ccccc1)CC2 (stereo unspecified)
→ -26	8	·	29	91*	·	39	-0.5	21	-10	·
O=[N+]([O-])c1cc(F)c(N2CCCCCC2)cc1N1CCNCC1
→ -23	0	2	6	99*	-11	26	-5.2	-18	-3	6
O=c1[nH]c(=S)[nH]c(O)c1N=Nc1cc(S(=O)(=O)Nc2ccc(Cl)cc2)ccc1Cl
→ -7	-19	1	9	3	3	4	0.3	-25	22	2
Cc1ccc(C2N(c3cc(C)on3)C(=O)C3CCCN32)cc1 (stereo unspecified)
→ -2	-5	4	-4	-9	0	6	1.4	2	1	-14
COc1ccc(N2C(=O)/C(=C/c3cc(C)n(-c4ccc(C)cn4)c3C)C(=O)NC2=S)c(OC)c1
→ -3	-1	-4	-1	-35	-6	-4	1.3	-8	9	14
CCC(=O)OC1(c2ccccc2)CCN(C)CC1C (stereo unspecified)
→ -2	-10	1	-13	6	3	11	1.4	9	9	-6
CCOc1cccc(=NC2CCCCC2)c2c(C)[nH]c(C)c12
→ 4	-1	-6	18	30	8	-25	-0.9	·	14	-2
CNC(=O)ON(C(=O)NC)C1N(C)C(=S)SC1(C)C (stereo unspecified)
→ 4	-5	-4	-3	-3	-10	4	1.1	-4	4	1
